Screening data (PubChem BioAssay)
TDP43 rescue: rescues yeast growth from TDP-43 toxicity; TDP-43 expressing yeast growth rescue, BacTiter-Glo, 24 h; Potency, µM (series often up to 46.1 µM), for the others: at the top dose growth rescue (activation), most hits filed as activators; actives 1.8% (n = 410,000); note: % of control where 0% means no effect; nearly all actives have a fitted effect of over 50% in size
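Yeast expressing TDP-43 (pregrown in raffinose, seeded at OD600=0.02 in galactose medium) exposed to compounds 24 hr at 30 deg C. Growth read by BacTiter-Glo luminescence; rescue of toxicity appears as increased signal.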
GLP-1R inv ag: inverse agonists of human GLP-1 receptor. HEK293 GLP-1R CRE-luciferase, luminescence, 24 h; GLP-1R form is constitutively active. Potency, µM (doses to about 38.3 µM), for inactives: top-dose activity change, negative = inhibition, most hits filed as inhibitors. actives 1.6% (n = 410,000). AID 624417. P43220; note: % is set by controls: 0 for no effect and ±100 for the full control effect; nearly all actives have a fitted effect of over 55% in size
Target sequence (P43220 whole entry, looked up): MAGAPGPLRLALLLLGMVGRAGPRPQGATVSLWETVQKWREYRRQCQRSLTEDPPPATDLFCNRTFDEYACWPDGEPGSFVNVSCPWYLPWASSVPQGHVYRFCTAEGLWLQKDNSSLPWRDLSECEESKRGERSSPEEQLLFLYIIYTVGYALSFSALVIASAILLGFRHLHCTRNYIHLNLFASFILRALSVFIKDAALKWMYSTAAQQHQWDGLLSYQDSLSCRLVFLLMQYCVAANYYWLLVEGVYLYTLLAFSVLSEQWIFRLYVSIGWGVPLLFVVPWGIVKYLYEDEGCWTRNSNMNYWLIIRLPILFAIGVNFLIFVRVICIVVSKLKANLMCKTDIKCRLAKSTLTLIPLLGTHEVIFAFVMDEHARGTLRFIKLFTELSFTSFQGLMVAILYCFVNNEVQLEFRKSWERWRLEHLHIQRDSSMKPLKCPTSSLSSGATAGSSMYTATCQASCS
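qHTS in 1536-well format: reporter HEK293 cells expressing constitutive GLP-1R activity in DMEM + 10% Nu serum, 24 hr with compounds at 37 deg C, luminescence read after 12 min with detection reagent.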
HEK293 tox: cytotoxicity in counter-screen for GLP-1R inverse agonists. Potency, µM (doses to about 38.3 µM), for inactives: top-dose activity change, negative = inhibition, actives largely listed as inhibitors. actives 0.13% (n = 410,000). AID 624418. HEK293 cAMP-luciferase reporter cells, luminescence, 24 h;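 note: loss of luciferase light is scored as toxicity; % is set by controls: 0 for no effect and ±100 for the full control effect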
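Compound-treated cells are incubated 24 hr at 37 deg C under 5% CO2 after a 12 hour attachment period, then luciferase detection reagent is added and luminescence is measured following 12 min at room temperature; lowered signal indicates toxicity.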
* marks the source's active call; other numbers are inactive results; ? = inconclusive; [ ] = another dose, or the depositor's remark. Calls come from the whole dose curve; as a rule, active = well fitted curve in the direction sought with a large enough effect; inconclusive = small, poorly fitted or top-dose-only effect, or another doubt; inactive = no such curve, though single readings can be large; an effect the other way counts as inactive or inconclusive. Potency is the fitted concentration of half-maximal effect. Some of the compounds tested. The share of hits here may be higher or lower than overall.

SMILES	TDP43 rescue	GLP-1R inv ag	HEK293 tox
CCOC(=O)c1c(NC(C)=O)c2c3c(sc2n1Cc1nc(-c2ccccc2Cl)oc1C)CCCC3	15%	11%	0%
CCC(C)n1c(SCc2ccc(F)cc2Cl)nc2ccsc2c1=O (centres undefined)	-5%	7%	2%
O=c1c(-c2cc(-c3ccc(F)cc3)nc3c2COc2ccc(Cl)cc2-3)coc2ccc(F)cc12	7%	-6%	-1%
COc1ccc(C2C(=O)N(C3CCCCCC3)CC(=O)N2Cc2ccc(C)cc2)cc1OC (centres undefined)	6%	-28%	3%
Cn1cc(S(=O)(=O)N2CCc3ccccc32)cc1C(=O)Nc1ccc(C(F)(F)F)cc1	?	?	6%
Cc1ccc(NC(=O)Cn2c(=O)n(Cc3ccccc3)c(=O)c3c2c2cc(C)ccc2n3C)cc1	19%	5%	1%
CCOc1ccc(CNC(=O)c2cnc3sc(N4CCOCC4)nn3c2=O)cc1OC	-2%	27%	-2%
Cc1ccccc1NC(=O)CSc1nc(-c2ccc(F)cc2)c2cccc(C)c2n1	2%	11%	10%
Cc1cc(F)ccc1NC(=O)CCn1nc(C)c(S(=O)(=O)N2CCCCC2)c1C	20%	-8%	1%
O=C(CCSCc1cnn(-c2ccccc2)c1-n1cccc1)NCc1ccc(Cl)cc1	20µM*	?	1%
CCc1ccc(-n2c(=O)c3cccnc3n2CC(=O)N(CC)c2cccc(C)c2)cc1	3%	?	-10%
CCOCc1cc(CN2CCN(c3ccccc3OC)CC2)c(O)c2ncccc12	9%	5µM*	-24%
CCc1ccc(NC(=O)c2ccc(CNS(=O)(=O)c3ccc4c(c3)C(C)(C)C(=O)N4C)cc2)cc1	28%	-19%	1%
COc1ccc(-c2nsc(NC(=O)c3oc4cc(C)c(C)cc4c3C)n2)cc1	2%	-6%	19%
O=C(CSCc1ccc(F)cc1)N1CCc2c([nH]c3ccccc23)C1c1ccc(Cl)cc1 (centres undefined)	-14%	?	-9%
CCC(=O)N1CCc2cc(CNC(=O)c3ccc(OC)cc3)ccc21	5%	6%	-10%
COc1ccc(C)cc1NC(=O)C1CCN(S(=O)(=O)c2c(C)noc2/C=C/c2ccco2)CC1	5%	-5%	15%
Cc1ccc(CCNC(=O)CCc2cn(Cc3ccccc3C)c3ccccc23)cc1	10%	1%	-1%
O=S(=O)(NCCc1cn2ccsc2n1)c1ccc(Cl)cc1	-2%	2%	1%
Cc1cccc(CCNC(=O)c2ccc3c(c2)N(Cc2ccccc2F)C(=O)c2ccccc2S3)c1	8%	?	1%

Reprinted from the part before: 2 compounds, followed by the next part.
SMILES	TDP43 rescue	GLP-1R inv ag	HEK293 tox
O=S(=O)(NCCc1cn2ccsc2n1)c1ccc(Cl)cc1	-2%	2%	1%
Cc1cccc(CCNC(=O)c2ccc3c(c2)N(Cc2ccccc2F)C(=O)c2ccccc2S3)c1	8%	?	1%
COC(=O)c1ccc(NC(=O)c2nn(C)c3c2COc2ccccc2-3)cc1	14%	?	-25%
CCOc1cc(C2CC(=O)Nc3cc4c(cc32)OCCO4)ccc1O (centres undefined)	-1%	12%	-20%
CC(=O)c1ccc(NC(=O)Cn2c(-n3nc(C)cc3C)nc(C)c(C)c2=O)cc1	27%	17%	0%
CC1(c2ccccc2)CC(C)(C)N(C(=O)c2cccc(Cl)c2)c2ccccc21 (centres undefined)	0%	?	-3%
CC(C)N(C(=O)CSc1cn(CC(=O)N2CCCCCC2)c2ccccc12)C(C)C	0%	?	-5%
O=C(CCSCc1ccccc1Cl)NCc1ccc(F)cc1Cl	-43%[inhibitor]	?	3%
Cc1c(C(=O)Nc2nc(-c3ccc(F)cc3)ns2)oc2ccc(Br)cc12	5%	16%	3%
C=CCC(CC=C)(CNC(=O)C(=O)Nc1ccc(Br)cc1)c1ccc(OC)c(OC)c1	-2%	17%	10%
Cc1ccc(NC(=O)Cn2nc(C)c3nn(-c4ccc(Cl)cc4)c(C)c3c2=O)cc1F	-18%	-4%	-11%
CCc1ccc(NC(=O)N(Cc2c[nH]c3ccccc23)C2CCCCCC2)cc1	12%	-11%	-3%
COCCn1c(=NC(=O)c2ccc3c(c2)OCCO3)sc2cc(NC(C)=O)ccc21	19%	3%	3%
O=C(Cn1nc(-c2ccccc2)nc(Cc2ccccc2)c1=O)Nc1ccccc1	3%	4%	-3%
O=C(Cn1cc(SCc2c(F)cccc2Cl)c2ccccc21)N1CCCCCC1	14%	10µM*	-6%
CCC(=O)Nc1ccc2nc(SCC(=O)N3CCc4ccccc43)sc2c1	-8%	-10%	-21%
Cc1ccc(C)n1-c1nnc(N2CCCC(C(=O)Nc3ccccc3Br)C2)s1 (centres undefined)	12%	-28%	-14%
CCOc1ccc(NC(=O)c2cc(S(=O)(=O)N3CCc4ccccc43)ccc2F)cc1	6%	-20%	2%
Cc1ccc(-n2nc(CO)c(C(=O)NCc3ccccn3)n2)cc1C	2%	-12%	-5%
CC(C)CCn1c(SCc2c(F)cccc2Cl)nc2ccsc2c1=O	13%	9%	3%
Cc1cc(-c2ccc(S(=O)(=O)Nc3cccc(Cl)c3C)cc2)on1	-3%	?	-19%
CCCCNC(=O)c1ccc2c(c1)ncn2-c1cc(OC)ccc1OC	11%	21%	-1%
COc1cc(NC(=O)N2CCC(CN3CCOCC3)CC2)cc(OC)c1OC	-8%	-1%	-8%
O=C(Nc1ccc2nc(SCC(=O)N3CCc4ccccc43)sc2c1)c1ccc(Cl)cc1	-9%	6%	2%
COc1ccc(-c2nc(CNS(=O)(=O)c3ccc(F)cc3)cs2)cc1	24%	-24%	-6%
Cc1ccc(NC(=O)CCCn2c(=O)c3cccn3c3ccccc32)cc1Cl	7%	6%	3%
CN(C)CCNC(=O)CCCn1c(=O)c2cccn2c2ccccc21	-6%	15%	-5%
CCCCNC(=O)CSc1nc2n[nH]c(C)c2c(=N)n1-c1ccccc1CC	14%	8%	-13%
Cc1ccc(N2CC(NC(=O)C3CCCC3)CC2=O)cc1C (centres undefined)	23%	7%	1%
COc1ccc(-c2nc3sc(CCNC(=O)C(=O)Nc4ccccc4C#N)c(C)n3n2)cc1	6%	7%	-2%
Cc1cc(C)cc(OCC(=O)NCC2(N3CCOCC3)CCCCC2)c1	-7%	?	-9%
CCOc1ccc(/C=C/c2nc(C#N)c(N(C)C)o2)cc1	?	-10%	43%[activator]
CCOc1cccc(C(=O)N(Cc2ccc(F)cc2)Cc2ccco2)c1	4%	?	2%
CN1CCN(C(c2ccccc2)c2sc3nc(-c4ccco4)nn3c2O)CC1 (centres undefined)	6%	5%	2%
COc1ccc(-n2nnnc2C2CCN(S(=O)(=O)c3cc(Cl)ccc3OC)CC2)cc1	16%	?	0%
CCCCCCOc1ccc(C2C(=O)N(C3CCCCC3)CC(=O)N2C2CCCCC2)cc1 (centres undefined)	24%	11%	-1%
Cc1ccc(-c2noc(CN(C3CCCCC3)S(=O)(=O)c3ccc(Cl)cc3)n2)cc1	-6%	4%	4%
CCn1c2ccccc2c2cc(CN3CCN(Cc4ccc(OC)c(OC)c4)CC3)ccc21	1%	?	-9%
CCOc1ccc(-n2ccnc2SCC(=O)Nc2ccc3c(c2)OCO3)cc1	?	?	-6%
CCc1c(CN2CCN(c3cccc(C)c3C)CC2)csc1C	9%	-15%	-16%
CCc1cccc(C)c1NC(=O)Cn1ccn(-c2ccc(F)cc2)c(=O)c1=O	13%	13%	1%
CC(NC(=O)Cn1c(=O)oc2cc(S(=O)(=O)N3CCCCCC3)ccc21)c1ccccc1 (centres undefined)	16%	-7%	2%
CCC(=O)N1CCc2cc(CNC(=O)c3ccc(F)cc3)ccc21	24%	7%	1%
COc1ccc(C(=O)Nc2ccc(-c3nc4cc(C)ccc4o3)c(O)c2)cc1	23%	6%	13%
COc1ccc(OC)c(CNS(=O)(=O)c2ccc(-c3cc(C(F)(F)F)on3)s2)c1	0%	?	2%
COc1ccc(NC(=O)c2nc(SCc3ccc(F)cc3)ncc2Cl)cc1	8%	3%	-3%
CCCOc1ccc(NC(=O)CC2C(=O)N(c3ccccc3)C(=O)N2CCC(C)C)cc1 (centres undefined)	-18%	?	-4%
CCc1ccc(N2CCn3c2nc2c3c(=O)n(CCc3ccccc3)c(=O)n2C)cc1	8%	-8%	6%
CCCOc1ccc(CNC(=O)c2ccc3c(c2)N(Cc2ccccc2)CCS3)cc1	-9%	?	0%
CC(C)c1ccc(CNc2nc(-c3ccco3)nn2S(=O)(=O)c2ccc3ccccc3c2)cc1	18%	?	4%
Cc1cc(C)cc(OCC(=O)N(Cc2ccco2)Cc2ccccc2Cl)c1	-3%	?	8%
Cc1cccc(Cn2c(=O)n(-c3cc(C)cc(C)c3)c(=O)c3oc4ccccc4c32)c1	?	-6%	-12%
O=C(Cn1ccc2cc(S(=O)(=O)N3CCCCC3)ccc21)NCc1ccccc1Cl	7%	?	-8%
COc1cc(Nc2nn(-c3ccc(OC(F)(F)F)cc3)nc2C(C)=O)cc(OC)c1	4%	10%	0%
CCC1CCCCN1C(=O)Cn1c(=O)n(-c2ccc(Cl)c(Cl)c2)c(=O)c2c(C)c(C(=O)N(C)C)sc21 (centres undefined)	10%	1%	0%
CCC(CC)C(=O)Nc1nnc(SCc2cc(=O)n3cccc(C)c3n2)s1	0%	4%	-7%
Cc1cc(C)cc(NS(=O)(=O)c2ccc(-c3cc(C)no3)cc2)c1	?	3.5µM*	-22%
CC(NC(=O)CCc1cn(Cc2ccccc2Cl)c2ccccc12)c1ccccc1 (centres undefined)	27%	-9%	-5%
Cn1nc(-c2ccccc2)c(-c2ccccc2)c(C(=O)Nc2ccccc2C(N)=O)c1=O	-8%	10%	-14%
CN(C)c1ccc(C(=O)Nc2sc(Nc3ccccc3)nc2C(N)=O)cc1	?	4%	49%[activator]
Cc1cc(OCCCn2c(CCNC(=O)C3CCCCC3)nc3ccccc32)ccc1Cl	?	-9%	3%
Cc1ccc2c(c1)CC(C)N2S(=O)(=O)c1nnc(NC(=O)c2ccccc2F)s1 (centres undefined)	6%	?	-10%

(listing goes on)
SMILES	TDP43 rescue	GLP-1R inv ag	HEK293 tox
COc1ccc(CNC(=O)Nc2ccc3c(c2)N(C)C(=O)c2ccccc2S3)cc1	10%	?	-22%
O=C(/C=C/c1ccco1)Nc1ccc(F)cc1	?	3%	0%
Cc1ccc(C)c(NC(=O)CSc2nnc(-c3cc4occc4n3C)n2-c2ccccc2C)c1	11%	11µM*	-3%
Cn1cc(S(=O)(=O)c2cccc(Cl)c2)c(=O)c2cc(F)c(N3CCN(c4ccc(F)cc4)CC3)cc21	0%	1%	12%
Cc1ccc(Nc2sc(C(=O)c3ccc(F)cc3)c(N)c2S(=O)(=O)c2ccc(C)cc2)cc1	21%	?	-4%
CCCn1c2ccccc2c2cnn(CC(=O)N3CCC(C(=O)OCC)CC3)c(=O)c21	1%	-10%	9%
COc1cc(OC)c(NC(=O)N2CCc3cc(S(=O)(=O)N4CCC(C)CC4)ccc32)cc1Cl	13%	-3%	9%
CCOc1ccc(C2C(=O)N(C3CCCCC3)CC(=O)N2CCc2ccccc2)cc1OC (centres undefined)	-1%	13%	5%
Cc1c(Cl)cccc1NC(=O)Cn1nnc(-c2nc(-c3ccccc3)no2)c1N	?	0%	2%
Cc1ccc([C@H]2Nc3ccc(S(=O)(=O)Nc4cccc(Cl)c4C)cc3[C@H]3C=CC[C@H]32)cc1	-1%	-9%	0%
Cc1ccc(Cn2c(CCNC(=O)c3cccc(C)c3)nc3ccccc32)cc1	27%	?	-20%
Cc1cc(C)cc(-n2nnc(-c3nc(-c4ccccc4F)no3)c2C)c1	0%	2%	8%
COc1ccccc1C(=O)Nc1nc(-c2ccc(Br)cc2)ns1	14%	13%	2%

Ordered by molecular weight (low to high): seven of the compounds above
SMILES	TDP43 rescue	GLP-1R inv ag	HEK293 tox
Cc1ccc(N2CC(NC(=O)C3CCCC3)CC2=O)cc1C (centres undefined)	23%	7%	1%
CCC(=O)N1CCc2cc(CNC(=O)c3ccc(F)cc3)ccc21	24%	7%	1%
O=S(=O)(NCCc1cn2ccsc2n1)c1ccc(Cl)cc1	-2%	2%	1%
CCC(C)n1c(SCc2ccc(F)cc2Cl)nc2ccsc2c1=O (centres undefined)	-5%	7%	2%
COc1cc(Nc2nn(-c3ccc(OC(F)(F)F)cc3)nc2C(C)=O)cc(OC)c1	4%	10%	0%
Cn1nc(-c2ccccc2)c(-c2ccccc2)c(C(=O)Nc2ccccc2C(N)=O)c1=O	-8%	10%	-14%
COc1ccc(-n2nnnc2C2CCN(S(=O)(=O)c3cc(Cl)ccc3OC)CC2)cc1	16%	?	0%
